# Screens: PubChem, Sanford-Burnham Center for Chemical Genomics
# MPTP block = blocks calcium-induced mitochondrial swelling | isolated mouse mitochondria, Ca2+ swelling absorbance, 30 min | inhibition, % at 10 µM | 1.4% of 360,000 active | AID 602449;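 active means inhibition of 50% or more, scaled per plate between neutral and stimulator controls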;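 further: 0% = DMSO wells given calcium and 100% = 1 mM EGTA wells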
# APOBEC3G inh = blocks human APOBEC3G single-stranded DNA deamination | Q9HC16 | recombinant A3G, ssDNA deamination FAM/TAMRA fluorescence | inhibition, % at 20 µM | 0.28% of 330,000 active | AID 493012;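 active means inhibition of at least 40% at 20 µM, with no more than 30% in the related APOBEC3A deaminase screen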;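 further: plate controls were DMSO wells with A3G for no effect and wells lacking A3G enzyme for full effect; some compounds called inactive have numbers as strong as hits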
# Target sequence (Q9HC16 whole entry, looked up): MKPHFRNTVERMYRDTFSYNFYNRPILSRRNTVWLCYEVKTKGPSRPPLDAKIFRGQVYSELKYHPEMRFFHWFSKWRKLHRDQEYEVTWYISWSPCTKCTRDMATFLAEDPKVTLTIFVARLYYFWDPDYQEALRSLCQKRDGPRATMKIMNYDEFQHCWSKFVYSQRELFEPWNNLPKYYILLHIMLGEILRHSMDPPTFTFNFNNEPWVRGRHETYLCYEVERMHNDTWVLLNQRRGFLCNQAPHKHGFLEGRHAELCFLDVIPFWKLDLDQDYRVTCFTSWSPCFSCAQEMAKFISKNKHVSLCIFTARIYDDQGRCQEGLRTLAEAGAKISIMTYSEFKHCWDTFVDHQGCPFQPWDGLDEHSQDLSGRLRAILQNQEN
# hIAP act = increases human intestinal alkaline phosphatase activity. P09923. purified human IAP, CDP-Star luminescence, 30 min; active compounds read high; 1 = vehicle-only enzyme, 0 = enzyme-free background. activation factor at 10 µM. 0.16% of 330,000 active. AID 2524;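 active means activation factor of the enzyme at least 2-fold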; further: the source names both 10 and 20 µM as test concentration; values of inactives mirror those of a sister screen read the other way
# Target sequence (P09923 whole entry, looked up): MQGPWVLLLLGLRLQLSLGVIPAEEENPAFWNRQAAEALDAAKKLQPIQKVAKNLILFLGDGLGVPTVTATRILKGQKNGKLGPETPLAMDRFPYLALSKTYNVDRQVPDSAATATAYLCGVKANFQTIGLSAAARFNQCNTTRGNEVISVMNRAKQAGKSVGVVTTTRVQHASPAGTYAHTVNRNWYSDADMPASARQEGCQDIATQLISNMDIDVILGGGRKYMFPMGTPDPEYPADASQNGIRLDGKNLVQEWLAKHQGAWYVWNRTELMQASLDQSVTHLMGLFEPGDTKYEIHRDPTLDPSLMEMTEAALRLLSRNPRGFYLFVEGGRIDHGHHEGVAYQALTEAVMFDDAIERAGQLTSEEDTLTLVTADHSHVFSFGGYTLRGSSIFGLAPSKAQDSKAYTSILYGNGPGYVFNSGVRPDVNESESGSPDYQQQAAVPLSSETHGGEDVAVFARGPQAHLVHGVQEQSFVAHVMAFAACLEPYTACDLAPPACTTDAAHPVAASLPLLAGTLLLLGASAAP
# MIN6 prolif = MIN6 beta-cell proliferation induction; MIN6 cells proliferation, ATPlite luminescence, 48 h; cells starved in 0.2% serum; 100% = growth in 10% serum; proliferation, % at 10 µM; 0.29% of 330,000 active; AID 2380;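 active means compounds whose signal lies at least 3.5 SD above the mean of all wells on their plate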;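 further: 0% = DMSO-treated cells in low-serum medium and 100% = 10% serum control; some compounds called inactive have numbers as strong as hits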
# mIAP inh = mouse IAP inhibition. purified mouse IAP, CDP-Star luminescence, 30 min. inhibition, % at 10 µM. 0.2% of 330,000 active;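 active means inhibition of at least 40% at 10 µM in the primary screen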;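 further: plate controls were DMSO with enzyme for no effect and no enzyme wells for full effect; values of inactives mirror those of a sister screen read the other way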
# GRIN3A LBD mod = NR3A (human) ligand-binding domain modulation; NR3A LBD differential scanning fluorimetry, Tm shift; 0% = protein alone, 100% = glycine-bound protein; Tm shift relative to glycine control, % at 25 µM; 2.5% of 340,000 active; AID 1259313;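 active means melting temperature shift of at least 10% of the positive control shift, at one fixed dose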
# mIAP act = mouse IAP activation; 0.24% of 330,000 active; muIAP, CDP-Star luminescence, 30 min; active compounds read high; 1 = vehicle-only enzyme signal, 0 = enzyme-free wells; activation factor at 10 µM; AID 2805;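 active means activation factor of at least 2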; further: the source names both 10 and 20 µM as test concentration; values of inactives mirror those of a sister screen read the other way
#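 Assay system: mouse IAP enzyme; reagent: chemiluminescent substrate CDP-Star; dosing: test compounds delivered from DMSO solution; schedule: 30 min at room temperature; measured by: luminescence from enzymatic CDP-Star hydrolysis; controls: DMSO-only wells and no-enzyme negative control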
# A3A deaminase = inhibitors of human APOBEC3A DNA deaminase. P31941. recombinant A3A, FAM/TAMRA ssDNA deamination fluorescence. inhibition, % at 20 µM. 0.41% of 330,000 active. AID 493011;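 active means at least 40% inhibition at 20 µM here, with at most 30% in a related deaminase screen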;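 further: plate controls were A3A with DMSO for no effect and wells lacking A3A enzyme for full effect; some results filed as inactive read as strong as hits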
# Target sequence (P31941 whole entry, looked up): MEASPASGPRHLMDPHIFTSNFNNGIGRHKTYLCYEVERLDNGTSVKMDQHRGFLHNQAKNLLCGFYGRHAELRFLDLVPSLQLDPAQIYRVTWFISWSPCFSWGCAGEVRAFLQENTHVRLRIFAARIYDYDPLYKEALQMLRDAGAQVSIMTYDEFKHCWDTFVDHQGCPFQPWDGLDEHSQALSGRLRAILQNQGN
# hIAP inh = human IAP inhibition. inhibition, % at 10 µM. P09923. purified IAP, CDP-Star luminescence, 30 min. 0.12% of 330,000 active. AID 2544;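 active means inhibition reaching a set limit with compound at 10 µM in the primary screen, cut at about 35% in these data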;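 further: plate controls were DMSO wells with enzyme for no effect and no-enzyme buffer wells for full effect; values of inactives mirror those of a sister screen read the other way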
# Active calls of the source: *; i = inactive.
SMILES,MPTP block,APOBEC3G inh,hIAP act,MIN6 prolif,mIAP inh,GRIN3A LBD mod,mIAP act,A3A deaminase,hIAP inh
CS(=O)(=O)NCc1nnc(SCc2c(F)cccc2Cl)o1,-0.9,-5.9,0.991,-2.5,3.2,-0.8,0.968,-0.3,0.9
CCNc1nc(SCC(=O)Nc2ccc(Cl)c(Cl)c2)nc(N2CCOCC2)n1,2.6,-2.8,1.06,0.0,-49.8,0.8,1.5,1.7,-5.8
O=C(Nc1ccc(Cl)c(Cl)c1)Nc1cc(C(=O)N2CCOCC2)ccc1N1CCCCC1,94.6*,6.1,1.82,-1.8,i,-3.6,10.1*,13.2,-82.5
Cc1nc(SCc2cccnc2)[nH]c(=O)c1C,0.3,-1.8,0.997,1.8,-5.3,1.0,1.05,-2.4,0.3
COC(=O)[C@]1(Cc2ccccc2)N[C@H](CN(C)C(=O)c2ccc(C(C)(C)C)cc2)[C@@H]2C(=O)N(Cc3ccccc3)C(=O)[C@@H]21,-1.0,-2.5,1.13,-4.6,-5.7,-0.2,1.06,-0.1,-12.6
COCCNC(=O)C1CC(c2ccccc2C(F)(F)F)=NO1 (stereo unspecified),-0.1,-7.8,1.04,-1.9,0.8,0.7,0.992,-0.8,-3.6
O=C(Cc1ccccc1)NNC1CC(=O)N(c2ccc(Cl)cc2)C1=O (stereo unspecified),-1.5,-10.7,1.1,-1.7,5.3,0.7,0.947,2.6,-10.5
COCCCn1c(=O)c2sccc2n(Cc2cc(C(=O)OC)ccc2OC)c1=O,7.8,-4.7,1.05,-1.0,1.4,2.2,0.986,-6.4,-5.2
c1ccc(OCCSc2nnnn2-c2ccccc2)cc1,-1.6,-1.8,0.932,-1.5,6.8,1.2,0.932,2.3,6.8
O=C(c1cccc(C(F)(F)F)c1)N1CCCCCC1,-0.8,-5.7,1.16,-1.5,-0.1,6.4,1,-5.2,-16.1
Cc1cc(C)nc(NC(=S)Nc2cccc(F)c2)c1,1.0,3.6,0.915,0.2,2.5,2.4,0.975,0.7,8.5
Cc1onc(-c2c(Cl)cccc2Cl)c1C(=O)NCc1cccs1,4.3,-6.5,0.826,0.0,5.1,-4.7,0.949,1.8,17.4
O=C(NNC(=O)c1ccccc1OCc1ccccc1)c1ccccc1O,0.7,-6.6,1.67,-5.9,28.5,-5.7,0.715,-4.3,-67.2
CCc1nnc(NC(=O)CSc2nnc(CNC(=O)c3ccccc3F)n2C)s1,-1.1,-10.2,1.01,-1.5,3.7,0.2,0.963,-4.5,-1.3
O=C(Oc1cccc(/C=N/Nc2nc(Nc3ccccc3)nc(N3CCOCC3)n2)c1)c1ccco1,-1.2,-4.0,1.14,-6.6,3.4,6.4,0.966,0.4,-13.5
Cc1ccc(NC(=O)C2CCCN2C(=O)OCc2ccccc2)c(C)c1 (stereo unspecified),0.6,-2.8,0.975,0.7,10.3,-3.1,0.897,-2.7,2.5
CC#CCCCC(=O)Nc1ccc(C(=O)O)cc1,-3.4,0.4,0.977,1.7,-10.6,1.0,1.11,0.4,2.3
COc1ccc(C2CC(c3c(-c4ccccc4)c4cc(Cl)ccc4[nH]c3=O)=NN2S(C)(=O)=O)cc1 (stereo unspecified),-0.4,-7.2,1.04,-3.9,10.0,0.9,0.9,0.5,-4.1
O=C(CSC1=NS(=O)(=O)c2ccccc2N1)N1CCCCC1,-0.5,-3.7,0.968,-4.5,9.1,1.8,0.909,-0.9,3.2
O=C(c1[nH]ncc1-c1cccc(Br)c1)C1CO1 (stereo unspecified),2.2,-1.9,1.18,-3.8,11.9,2.9,0.881,1.6,-17.8
OCc1cn(-c2ccccc2)nc1-c1ccc(-c2nn(-c3ccccc3)cc2CO)cc1,4.3,-2.6,1.07,-2.3,4.4,23.6*,0.956,-1.8,-6.6
Cc1ccc(C)c(S(=O)(=O)N2CCCCC2CCNC(=O)C(=O)NCc2ccco2)c1 (stereo unspecified),-0.1,12.1,0.911,-4.0,-4.8,3.0,1.05,1.2,8.9
CN(C)C(=O)c1ccc(NC(=O)COC(=O)c2cc(S(=O)(=O)N(C)C)ccc2N2CCCC2)cc1,0.0,-3.9,1.15,0.1,-7.6,-1.0,1.08,15.1,-14.9
O=[N+]([O-])c1ccc(CSc2ccc(-c3ccccn3)nn2)cc1,1.7,-3.7,1.01,-1.2,4.8,-0.9,0.952,-8.2,-0.8
Cc1ccc(COC(=O)c2cc(S(=O)(=O)N3CCCCC3)ccc2N2CCOCC2)cc1,13.3,-7.4,1.1,-4.3,17.6,-0.1,0.824,-0.7,-10.3
# Continued.
SMILES,MPTP block,APOBEC3G inh,hIAP act,MIN6 prolif,mIAP inh,GRIN3A LBD mod,mIAP act,A3A deaminase,hIAP inh
CCc1nnc(NC(=O)[C@@H](NC(=O)c2cccc(S(=O)(=O)N(CC)CC)c2)C(C)C)s1,-0.4,-1.6,0.966,-0.2,7.7,-2.7,0.923,6.5,3.4
O=C(Nc1cccc(S(=O)(=O)N2CCOCC2)c1)C1CC1,-1.2,-5.7,0.914,-0.1,-7.3,-0.2,1.07,-1.8,8.6
CCCOc1ccc(C2/C(=C(/O)c3ccccc3)C(=O)C(=O)N2CCCN(C)C)cc1OC (stereo unspecified),0.1,-1.1,0.974,0.7,-3.5,-0.6,1.03,-2.5,2.6
CCn1cc(C(=O)O)c(=O)c2cc(S(=O)(=O)N(C)C)ccc21,-1.0,-0.3,0.867,-1.4,1.7,-2.0,0.983,1.6,13.3
CCS(=O)(=O)N1CCC(C(=O)NCCC2=CCCCC2)CC1,-0.4,-6.4,0.836,-2.1,1.6,1.0,0.984,-5.2,16.4
COC(=O)CCC(=O)OC1(C)C(=O)C2=CN(Cc3ccccc3)C(c3ccc(OC)cc3)=CC2=C(Br)C1=O (stereo unspecified),2.8,-7.2,0.887,-3.9,4.4,-1.3,0.956,-0.9,11.3
COc1ccc2nc(C)c3cc(C)oc3c2c1,-1.4,-4.9,0.992,-0.5,-6.3,-0.6,1.06,-2.2,0.8
CCCn1c(/C=C/c2cc[n+](C)cc2)nc2ccccc21,-0.9,18.5,1.16,-1.4,16.1,1.6,0.839,57.2*,-16.2
CC(=O)N1CC=CC1(CC(C)C)C(=O)NCCc1c[nH]c2ccccc12 (stereo unspecified),-0.6,10.6,0.933,0.7,0.0,-2.1,1,-1.6,6.7
O=C(C1CCN(c2ncnc3c2sc2cccc(F)c23)CC1)N1CCOCC1,-0.9,-9.4,1.06,-3.2,-10.8,-2.0,1.11,-3.7,-6.4
CCC(C)(C(=O)NC1CCCC1)N(C(=O)CNC(C)=O)c1ccccc1 (stereo unspecified),0.8,2.4,1.06,-1.6,1.7,0.7,0.983,2.0,-5.7
Cc1ccc(SCCCCN2C(=O)NC(C)(C)C2=O)cc1,0.9,-7.5,0.956,-1.2,9.7,0.6,0.903,-3.7,4.4
COc1ccc(C(=O)NC(=S)Nc2ccc(N3CCCC3)cc2)cc1,-0.4,-7.1,0.856,-5.9,5.3,1.1,0.947,-5.3,14.4
O=C(COC(=O)c1ccc2ccccc2c1O)NCC(F)(F)F,2.2,-3.4,0.936,-2.2,1.8,-1.4,0.982,4.0,6.4
COc1ccc([N+](=O)[O-])cc1NC(=O)C1CCCNC1=O (stereo unspecified),-0.6,-10.2,1.18,-2.2,4.1,-1.1,0.959,-4.6,-17.7
Cc1[nH]n(-c2ccc([N+](=O)[O-])cc2)c(=O)c1C=NCCN1CCN(C(=O)c2ccc(Br)cc2)CC1,19.6,-3.4,0.976,-2.1,1.0,2.4,0.99,-0.7,2.4
CC(NC(=O)COC(=O)CCc1nc(=O)c2ccccc2n1C)c1ccccc1 (stereo unspecified),-1.3,1.9,1.14,-1.6,3.3,-0.1,0.967,3.5,-14.3
Nc1ncnc(N(c2ccccc2)C2CCCCC2)c1[N+](=O)[O-],2.2,-5.8,0.89,2.6,11.5,-0.1,0.885,-1.1,11.0
Cn1c(CCNC(=O)C2CCCCC2)nc2cc([N+](=O)[O-])ccc21,0.2,-2.4,0.854,-3.2,-5.4,-0.8,1.05,-2.0,14.6
COc1ccc(Nc2sc(C(=O)c3ccc(Cl)cc3)c(N)c2C(=O)Nc2ccccc2OC)cc1,67.8*,6.8,0.903,-4.5,17.6,0.8,0.824,0.9,9.7
CCN(CC)c1ccc(NC(=O)c2cnccn2)cc1S(=O)(=O)Nc1ccc(OC)cc1,3.5,-4.4,1.03,0.6,5.2,-0.7,0.948,3.6,-3.0
Cn1c2ccccc2c(=O)c2c(=O)n(-c3ccc(F)cc3)c(-c3cccs3)nc21,5.3,-8.4,1.14,-4.3,0.4,-2.5,0.996,-0.2,-14.2
COc1cc(C=O)ccc1Oc1nnnn1-c1ccccc1,-4.4,1.1,0.837,-1.6,-6.4,-2.9,1.06,3.8,16.3
CC(=O)Nc1ccc(/C=C(\C#N)C(=O)NC2CCCCC2)cc1,-0.3,-0.6,0.848,-0.7,-5.5,0.3,1.05,2.4,15.2
Cc1ccccc1C(=O)N=c1sccn1C,-0.7,-11.5,1.03,-0.5,-8.4,1.8,1.08,-4.9,-3.3

# 3 entries already listed, ordered by their value in APOBEC3G inh, lowest first:
SMILES,APOBEC3G inh
O=C(Cc1ccccc1)NNC1CC(=O)N(c2ccc(Cl)cc2)C1=O (stereo unspecified),-10.7
Cc1ccc(SCCCCN2C(=O)NC(C)(C)C2=O)cc1,-7.5
Cc1cc(C)nc(NC(=S)Nc2cccc(F)c2)c1,3.6

# Limited to hIAP act, mIAP inh and APOBEC3G inh, for some of the entries so far:
canonical_smiles	hIAP act	mIAP inh	APOBEC3G inh
COC(=O)CCC(=O)OC1(C)C(=O)C2=CN(Cc3ccccc3)C(c3ccc(OC)cc3)=CC2=C(Br)C1=O (stereo unspecified)	0.887	4.4	-7.2
COc1ccc2nc(C)c3cc(C)oc3c2c1	0.992	-6.3	-4.9

# Following part:
SMILES,MPTP block,APOBEC3G inh,hIAP act,MIN6 prolif,mIAP inh,GRIN3A LBD mod,mIAP act,A3A deaminase,hIAP inh
COc1ccc(NC(=O)CCS(=O)(=O)c2ccc3c(c2)CCCN3C(C)=O)cc1,1.1,-7.3,1.23,1.2,-4.0,0.4,1.04,-2.3,-22.6
O=C(Nc1ccc(Cl)c(C(=O)N2CCOCC2)c1)c1ccccc1,-1.3,-8.4,0.771,0.0,1.8,-2.0,0.982,-0.6,22.9
COc1ccccc1N=Nc1c(C)[nH]n(-c2ccccc2)c1=O,2.2,-4.6,0.94,-0.5,20.1,5.0,0.799,-3.8,6.0
Cc1cc(C(=O)Cn2c(CO)nc3ccccc32)c(C)n1C,0.3,-2.2,1.05,-4.8,-3.7,-0.9,1.04,-6.9,-4.6
CCc1ccc(NC(=S)N(CCN(C)C)C(C)c2ccncc2)cc1 (stereo unspecified),1.7,-7.5,1.17,-4.5,-9.1,0.8,1.09,-8.3,-17.1
CSCCC(NC(=O)c1ccco1)c1nc2ccccc2[nH]1 (stereo unspecified),0.5,-3.4,0.88,-1.8,0.7,-0.4,0.993,-1.7,12.0
N/C(=N\OC(=O)c1ccccc1[N+](=O)[O-])c1cccnc1,-1.3,-8.4,1.05,0.3,0.3,3.1,0.997,-0.3,-5.0
Cc1ccc2[nH]c3nc(SCCN4CCOCC4)nnc3c2c1,8.3,-4.6,1.22,-0.1,10.7,0.9,0.893,-1.2,-21.8
CC(C)c1ccc(S(=O)(=O)N2CCN(C(=O)C3CCN(C(=O)c4ccc(F)cc4)CC3)CC2)cc1,-0.3,-2.9,1.13,1.4,0.3,-0.4,0.997,-0.7,-13.1
Cc1cccc(C(=O)NCCCNC(=O)c2ccco2)c1,4.7,-8.8,0.906,1.1,-3.6,0.8,1.04,-3.9,9.4
COc1ccc(/C=N/NC(=O)CC(=O)NCCc2ccccc2)cc1OC,-1.4,-5.6,0.892,-3.1,0.5,-2.2,0.995,-2.3,10.8
